Screening data: PubChem, Vanderbilt High Throughput Screening Facility
Cav3 T inh = inhibitors of human Cav3.2 T-type calcium channel | hit rate 4% among 100,000 | B-score at 10 µM | Cav3.2-expressing cells, Fluo-4 calcium fluorescence FDSS; stronger effect = lower value;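 active = single-dose well whose peak fluorescence ratio is a statistical outlier from its plate by either plate-standardised score or position-corrected B-score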
An asterisk follows results filed as active.

The first 19 records, to show the layout:
SMILES	Cav3 T inh
CCn1c(/C=C/c2ccccc2)nc2ccccc21	-1
Cc1cc(N)ccc1S(C)(=O)=O	-0.079
COc1cccc(C(=O)Nc2ccccc2N2CCCC2)c1	-0.15
COc1cc(C2C(C#N)=C(C)NC3=C2C(=O)CC(C)(C)C3)ccc1OCCO (configuration not stated)	1.2
COc1ncnc2c1NC(=O)CS2	-0.8
CC(=O)Nc1sc2c(c1CN1CCN(c3ccc(F)cc3)CC1)CCCC2	0.41
CCOC(=O)C1CCN(c2nc3ccccc3nc2C(C#N)C(=O)OC(C)C)CC1 (configuration not stated)	-2.3
COc1cccc(OC)c1C(=O)Nn1c(C2CCC2)nc2ccccc2c1=O	0.29
O=C(/C=C/c1cccc(Cl)c1)c1nc2ccccc2[nH]1	0.078
COc1ccc(CC2CCOC2=O)cc1 (configuration not stated)	0.34
CCCCCCSC1=C(C#N)C(c2ccccc2)CC(=O)N1 (configuration not stated)	-0.1
Cc1ccc(NC(=O)CSC2=C(C#N)C(c3ccco3)CC(=O)N2)cc1 (configuration not stated)	-0.39
COc1ccc(N2CCN(C(=O)CSc3nnc(-c4cccnc4)n3-c3ccccc3)CC2)cc1	2.5
O=C(NCc1ccccc1)C(c1cccs1)N(C(=O)c1csnn1)C1CC1 (configuration not stated)	0.7
Cc1ccc2c(c1)cc(CN(Cc1ccco1)S(=O)(=O)c1ccccc1)c1nnnn12	0.019
COc1ccc(-c2nn(-c3ccccc3)cc2C(=O)NCCCn2ccnc2)cc1	0.34
Cc1nc(C)c(-c2csc(NCc3ccco3)n2)s1	-0.23
O=C(COc1ccc2ccccc2c1)N1c2ccccc2Sc2ccccc21	-1.1
S=c1[nH]c2cc(Cl)ccc2s1	-2

The list itself (from the top)
SMILES	Cav3 T inh
CCn1c(/C=C/c2ccccc2)nc2ccccc21	-1
Cc1cc(N)ccc1S(C)(=O)=O	-0.079
COc1cccc(C(=O)Nc2ccccc2N2CCCC2)c1	-0.15
COc1cc(C2C(C#N)=C(C)NC3=C2C(=O)CC(C)(C)C3)ccc1OCCO (configuration not stated)	1.2
COc1ncnc2c1NC(=O)CS2	-0.8
CC(=O)Nc1sc2c(c1CN1CCN(c3ccc(F)cc3)CC1)CCCC2	0.41
CCOC(=O)C1CCN(c2nc3ccccc3nc2C(C#N)C(=O)OC(C)C)CC1 (configuration not stated)	-2.3
COc1cccc(OC)c1C(=O)Nn1c(C2CCC2)nc2ccccc2c1=O	0.29
O=C(/C=C/c1cccc(Cl)c1)c1nc2ccccc2[nH]1	0.078
COc1ccc(CC2CCOC2=O)cc1 (configuration not stated)	0.34
CCCCCCSC1=C(C#N)C(c2ccccc2)CC(=O)N1 (configuration not stated)	-0.1
Cc1ccc(NC(=O)CSC2=C(C#N)C(c3ccco3)CC(=O)N2)cc1 (configuration not stated)	-0.39
COc1ccc(N2CCN(C(=O)CSc3nnc(-c4cccnc4)n3-c3ccccc3)CC2)cc1	2.5
O=C(NCc1ccccc1)C(c1cccs1)N(C(=O)c1csnn1)C1CC1 (configuration not stated)	0.7
Cc1ccc2c(c1)cc(CN(Cc1ccco1)S(=O)(=O)c1ccccc1)c1nnnn12	0.019
COc1ccc(-c2nn(-c3ccccc3)cc2C(=O)NCCCn2ccnc2)cc1	0.34
Cc1nc(C)c(-c2csc(NCc3ccco3)n2)s1	-0.23
O=C(COc1ccc2ccccc2c1)N1c2ccccc2Sc2ccccc21	-1.1
S=c1[nH]c2cc(Cl)ccc2s1	-2
CC(C)(NO)/C(=N/O)c1cccs1	-0.037
CCOC(=O)c1c(C)c(C(=O)NC2CCCCCC2)c(C)n1C	0.59
CCN(CC)CCOC(=O)C1c2ccccc2Oc2ccccc21	0.81
CC1NC(=O)NC1CCCCCC(=O)NCCc1ccccc1 (configuration not stated)	0.046
N#Cc1nc(COc2ccccc2Cl)oc1N1CCCCCC1	0.58
COC(=O)c1cn(NC(=O)C2CCCCC2)c(=O)c2ccccc12	1.1
O=C(Nc1ccccc1N1CCN(c2ccc(F)cc2)CC1)C1CCCCC1	-3.9
c1ccc(CSc2nnc(-c3cccs3)o2)cc1	-3.5
CCOC(=O)CCP(=O)(O)C(O)(c1ccccc1)c1ccccc1	0.42
CC(=O)N(CN1C(=O)C2CC=CCC2C1=O)c1cccc(Cl)c1 (configuration not stated)	0.13
COc1ccc(CC(=O)Nc2ccc(OC)c(NC(=O)c3ccco3)c2)cc1	0.91
COCCCNC(=O)c1c(F)c(F)c(F)c(F)c1F	0.026
CCCC(=O)N1CCCC(c2nc(-c3cccs3)no2)C1 (configuration not stated)	-1.3
CCOc1ccc(N=Cc2c(O)n(-c3cccc(C)n3)c(=O)c3ccccc23)cc1	-0.38
CN1C(c2ccc(F)cc2)=CS/C1=C(\C#N)c1nnc2n1-c1ccccc1SC2	-1
C=C1CCN(C(C(=O)OC)C(C)C)S(=O)(=O)c2ccc(F)cc21 (configuration not stated)	0.079
COC(=O)c1ccc(NC(=O)c2ccccc2SC)cc1	-0.26
CCOc1ccc(N2C(=O)CC(N3CCN(C(=O)CN4CCCC4)CC3)C2=O)cc1 (configuration not stated)	-0.62
CC1CCN(CCCNC(=O)c2coc3nc4ccccc4nc23)CC1	0.39
O=C(COC(=O)c1cc[n+]([O-])cc1)Nc1ccc2c(c1)OCCO2	-0.046
O=c1[nH]c(SCc2nc3ccccc3n2Cc2ccccc2)nc2ccccc12	0.68
CCOC(=O)CN(c1ccccn1)S(=O)(=O)c1ccccc1	-0.1
CC1CCC(C(C)C)C(OC(=O)C2=C3c4ccccc4S(=O)(=O)N3CC2)C1 (configuration not stated)	-3
COCCn1c(Cc2ccccc2)nnc1SCC(=O)N(C)C	-0.43
Cc1nc2ccccc2cc1C(=O)O	0.55
CCOC(=O)C(CCCOc1ccccc1C)C(=O)OCC	-1.5
Cc1cc2ncc(C(=O)Nc3ccccc3)c(C)n2n1	0.32
O=C(CCn1cnc2ccccc2c1=O)Nc1ccc(S(=O)(=O)N2CCCCC2)cc1	0.015
COc1ccccc1N1CCN(/N=C/c2c(C)nn(-c3ccccc3)c2C)CC1	-1.4
COc1ccccc1N1CCN(c2cc(C)nc3nc(C)nn23)CC1	0.036
COc1cccc(NC(=O)C2CCCN2C(=O)Nc2cccc(F)c2)c1 (configuration not stated)	-1.1

Additional structures follow:
SMILES	Cav3 T inh
CCCCCCn1c(SCC(=O)c2ccccc2)nc2c1c(=O)[nH]c(=O)n2C	-0.94
Cc1cccc(OCc2nc(-c3ccccn3)n[nH]2)c1	0.48
O=C(Cc1cccs1)Nc1nnc(SCC(=O)NC2CCCCC2)s1	0.64
c1ccc2c(-c3nc(-c4ccncc4)no3)cccc2c1	0.2
CC(C)CCn1c(C(C)O)nc2ccccc21 (configuration not stated)	0.19
CC(=O)c1ccc(OCC(O)CN2CCN(c3ccccn3)CC2)cc1 (configuration not stated)	0.09
O=C(Nc1ccc(N2CCOCC2)cc1)c1cnsn1	1.2
COc1ccc(NC(=O)CSc2nnc(CNC(=O)COc3ccc(Cl)cc3)o2)c(OC)c1	-1
CC(C)C[C@H](NC(=O)c1nc[nH]c1C(=O)N[C@@H](CC(C)C)C(=O)OC(C)(C)C)C(=O)OC(C)(C)C	-1.8
CCN1C(=O)CC(N2CCN(C(c3ccccc3)c3ccccc3)CC2)C1=O (configuration not stated)	-0.014
O=C(Cc1cccs1)N1CCCC(c2nc3c(nnn3Cc3ccc(F)cc3)c(=O)[nH]2)C1 (configuration not stated)	-2.4
CCCS(=O)(=O)c1c(S(=O)(=O)CCC)c2cnccn2c1C(=O)c1ccc(CC)cc1	-0.3
O=C(O)CCC(=O)N1CCN(c2cccc(Cl)c2)CC1	0.29
N#CC1=C(N)Oc2c(sc3ccccc23)C1c1ccco1 (configuration not stated)	-4.6*
Cc1nc(N)sc1-c1csc(NCc2ccccc2)n1	-1
COc1ccccc1N1Cc2ccccc2C1	0.67
Cc1ccc(-c2ccc(=O)n(CC(=O)N3CCN(c4cc(Cl)ccc4C)CC3)n2)cc1	-1.9
COc1ccccc1N1CCN(C(=O)C(NS(=O)(=O)c2cccs2)c2ccccc2)CC1 (configuration not stated)	-0.022
Cc1csc(NC(=O)CCC(=O)N(CC(=O)NC2CCCC2)Cc2ccco2)n1	1.5
CCOC(=O)c1c(=O)n(O)c2ccc(C)cc2[n+]1[O-]	-0.38
O=C1C(c2ccccc2)C(c2ccccc2)NC(c2ccccc2)C1c1ccccc1 (configuration not stated)	-0.16
COc1ccc(C(=O)Nc2ccccc2-c2nnn(CC(=O)NCc3ccco3)n2)cc1	0.56
COc1ccc(-c2ccc(SCC(=O)NCc3ccco3)nn2)cc1OC	-0.04
COc1cc(NC(=O)C(C)C)ccc1NC(=O)c1ccco1	-1.3
COc1ccccc1N1C(=O)CC(Sc2nc(C)cc(C)n2)C1=O (configuration not stated)	0.15
CCN1CCN(Cc2ccc(NC(=O)Nc3ccccc3Cl)cc2)CC1	1.9
O=S(=O)(NCC1OCCc2ccccc21)c1ccc(S(=O)(=O)N2CCOCC2)cc1 (configuration not stated)	-0.069
O=C(O)C1CCCCC1C(=O)Nc1ccc(Cl)cc1 (configuration not stated)	0.093
CCn1c(C(=O)Nc2ccsc2C(=O)OC)cc2sc(Cl)cc21	-0.42
Cc1cccc(-c2nc(CS(=O)CC(=O)NC3CCCC3)c(C)o2)c1 (configuration not stated)	0.019

Some of these compounds in order of their number in Cav3 T inh, descending:
SMILES	Cav3 T inh
COc1ccc(CC(=O)Nc2ccc(OC)c(NC(=O)c3ccco3)c2)cc1	0.91
Cc1nc(C)c(-c2csc(NCc3ccco3)n2)s1	-0.23
Cc1ccc(-c2ccc(=O)n(CC(=O)N3CCN(c4cc(Cl)ccc4C)CC3)n2)cc1	-1.9

Next records.
SMILES	Cav3 T inh
COCn1c(COc2ccc3ccccc3c2)nc2ccccc21	-5.3*
CCC/C=C1/CCCOC(C(=O)NCc2ccccc2)(C(F)(F)F)C1 (configuration not stated)	-1.5
CC(C)C(c1nnnn1C1CCCCC1)N1CCN(c2ncccn2)CC1 (configuration not stated)	0.91
Cc1ccc(S(=O)(=O)NNC(=O)C2Cc3c(ccc4ccccc34)O2)cc1 (configuration not stated)	-2.2
COc1cccc(C(=O)Nc2cccc(SC)c2)c1	-1.3
O=c1cc(-c2ccccc2)nc(N2CCCCC2)[nH]1	-0.012
CS(=O)(=O)N(CC(=O)Nc1cc(Cl)ccc1Cl)c1ccccc1Cl	-4.7*
O=C(Cn1cnc2c(cnn2-c2ccccc2)c1=O)NCCc1ccccc1	0.39
O=C(COc1ccc([N+](=O)[O-])cc1)NN=C1CCCC1	-0.86
Cc1ccc(-c2nnn(CC(=O)Nc3ccccc3-c3ccccc3)n2)c(-n2cnnn2)c1	-0.36
O=C(Nc1ccccn1)c1ccc2ccccc2n1	-0.9
COC(=O)CCC(=O)OC1(C)C(=O)C=C2C=C(C3CC3)N(c3ccccc3)C=C2C1=O (configuration not stated)	0.69
O=C(Nc1cc(Cl)cc(Cl)c1)c1ccc(Cn2c(=O)[nH]c3ccsc3c2=O)cc1	1
Clc1ccccc1-c1nnc2sc(-c3ccc(Br)o3)nn12	-0.6
CC(=O)N(CCN(C(C)=O)c1ccccc1)c1ccccc1	1.2
COCCn1c(COc2cccc(OC)c2)nnc1SCC(=O)N1CCOCC1	0.091
CC1=CC(C)(C)Nc2ccc(OC(=O)C(Cc3ccccc3)N3C(=O)C4CCCCC4C3=O)cc21 (configuration not stated)	-5.2*
Cc1nc(SCC(=O)N2CCCc3ccccc32)c2oc3ccccc3c2n1	-3.3
COc1ccc(CCNC(=O)C(=O)NCc2ccc(C(C)C)cc2)cc1OC	-7.3*
COc1ccccc1NC(=O)N1CCN(c2cccc(C(F)(F)F)c2)CC1	-2.2
O=C(CCn1c(=O)[nH]c2ccccc2c1=O)Nc1ccccc1	0.66
CC(=O)c1c(C)nn(CC(O)Cn2c3c(c4cc(C)ccc42)CCCC3=O)c1C (configuration not stated)	-0.14
COc1ccc(C2(O)CCN(C(=O)Cc3cccnc3)CC2)cc1	-0.6
COc1ccc(N2CCN(c3nc(Nc4ccc(F)cc4)nc(OC)n3)CC2)cc1	-0.11
Cc1ccc(OCC(O)CN2CCN(CC(O)COc3ccc(C)cc3)CC2)cc1 (configuration not stated)	-1.8
Cc1ccc(-c2nnn(CC(=O)N(Cc3ccccc3F)C(C(=O)NC3CCCC3)c3ccncc3)n2)o1 (configuration not stated)	1.3
Cn1c(=O)c(N=O)c(N)n(Cc2ccccc2)c1=S	0.65
CC(C)OP(=O)(c1ccc(N(C)C)cc1)C(O)c1c(Cl)cccc1Cl (configuration not stated)	-0.32
O=S(=O)(c1cccs1)n1cnc2ccccc21	-0.79
Cc1ccc(NC(=O)NC(=O)CSc2nnnn2C)c(C)c1	-0.81
c1ccc2c(c1)Cn1nc(Cc3nc4c(s3)CCCC4)nc1-2	0.22
COc1ccccc1OC(C)c1nnc(SCC(=O)Nc2c(C)n(C)n(-c3ccccc3)c2=O)n1-c1ccccc1 (configuration not stated)	-0.12
CCc1nc(N2CCN(C(=O)c3ccccc3)CC2)c(C#N)c2c1COC(C)(C)C2	-0.95
CCOC(=O)N1CCN(C(=O)c2oc3ccc(S(=O)(=O)N4CC(C)CC(C)C4)cc3c2C)CC1 (configuration not stated)	-2.3
CC(C)NC(=O)c1cc(-c2ccco2)on1	2
CC(=O)Nc1ccc(-c2nnc(SCC(=O)NCc3ccco3)n2C)cc1	0.55
Cc1ccc(C)c(N2CCN(S(=O)(=O)c3ccc4c(c3)OCCO4)CC2)c1	-1.8
COC(=O)C(C(=O)Nc1ccccc1C)C1CCCC1 (configuration not stated)	-0.22
CC1=C(C(=O)Nc2ccccc2)C(c2ccc3c(c2)OCO3)C2=C(CCCC2=O)N1 (configuration not stated)	0.019
CCOC(=O)c1ccc(NC(=O)CN2C(=O)CCC2=O)cc1	0.81
CCN(CC)S(=O)(=O)c1ccc(C(=O)Oc2ccc3c(c2)OCO3)cc1	0.46
CCOC(=O)CN(C(=O)CSc1nnc(CNc2ccc(C)cc2C)o1)c1ccccc1	-0.16
O=C(Cn1c(C(F)(F)F)nc2ccccc21)c1ccc(Cl)cc1	0.73
O=C1c2ccccc2NC(c2ccc(O)cc2)N1Cc1ccco1 (configuration not stated)	-0.26

Some of the compounds tested; rates above refer to the full screens.
